Bioassay records from PubChem.
Lipid storage S3 = qHTS Assay for Lipid Storage Modulators in Drosophila S3 Cells | Potency in µM for hits, for the others lipid storage change, negative = inhibition, % at the top dose, mostly 46.1 µM | Drosophila S3 cells, BODIPY lipid droplet fluorescence, 18-24 h; cells fed with added oleic acid | AID 2685 | 0.64% of 320,000 active; active means well fitted inhibition curve with a large enough effect in the signal ratio, with a control signal flat, not every such curve was filed as active; inconclusive means small, poorly fitted or top-dose-only effect, or effect the other way, or a change in a side signal; the % refers to the signal ratio
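Laser-scanning cytometry quantifies lipid droplet accumulation (500–530 nm total intensity; droplet/cell object ratio) in oleic acid-fed (400 uM added) Drosophila S3 cells treated with a concentration series. 20 uM Triacsin C defined 100% inhibition.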
Lipid storage S3 cell count max = further read-out of Lipid storage S3, marked with its call; cell number change, %; measured here: cell count max response;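 cells counted by Cell Tracker Red CMTPX staining in the red channel; peak over a dose series mostly up to 46.1 µM; percent activity relative to internal control wells on each plate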
* = called active by the depositor; i = inactive; ? = inconclusive; . = not tested or not shown. On the % scale 0 is the no-effect control and ±100 the full control effect; potency means the concentration at half of the fitted maximal effect. These rows are one share of the data; count on the stated rates, not on these rows.

SMILES | Lipid storage S3 | Lipid storage S3 cell count max
CCOC(=O)N1CCN(c2c(NCCCOC(C)C)c(=O)c2=O)CC1 | ? | .
Cc1cccc(Oc2cnn(C(C)(C)C)c(=O)c2Cl)c1 | ? | .
O=S(=O)(Nc1ccncc1Cl)c1cccc(Cl)c1Cl | -16% | -11
Cc1cccc(N(CC(=O)NC2CCCCC2)C(=O)CCC(=O)Nc2nccs2)c1 | i | 3
COc1cc([N+](=O)[O-])cc(/C=N/NC(=O)c2ccc(C)nc2)c1O | ? | .
COC(=O)c1ccc2c(c1)C(=O)/C(=C/c1ccc(C)cc1)O2 | 17% | 12
COc1ccc(C(C)=O)cc1COC(=O)c1cc(C)oc1C | 16% | -12
COc1ccccc1N(CN1CCCC1=O)C(=O)COc1ccccc1 | ? | .
CC(=O)n1cc([C@@H]2C=C(C(=O)N3CCN(Cc4ccc5c(c4)OCO5)CC3)O[C@H](OCCCCO)C2)c2ccccc21 | 3% | -2
N#C/C(=C/c1ccc(-c2ccccc2[N+](=O)[O-])o1)C(=O)NCCN1CCCCC1 | ? | .
COCCNC(=O)C(OC(=O)c1nsc(Cl)c1Cl)C(C)C (stereo not given) | 2% | 9
O=C(Nc1ccc(N2CCCC2)c(Cl)c1)c1cccnc1 | -10% | -13
COc1ccc2c(C)c(CCC(=O)NC3CC3)c(=O)oc2c1 | i | 22
CCC(C)CCN1C(Nc2ccccc2)=NC[C@@H]1CC(C)C (stereo not given in full) | -6% | 14
Cn1c2c(c(=O)n(C)c1=O)NC1(N2)C(=O)Nc2ccccc21 (stereo not given) | -3% | -1
O=C1COc2ccc(S(=O)(=O)NCCc3ccc(Cl)cc3)cc2N1 | ? | .
C=CCN(C(=O)c1csnn1)C(C(=O)NC1CCCC1)c1cccs1 (stereo not given) | i | -8
COc1ccc(/C=C/C(=O)N2CCNC(=O)C2)c(OC)c1 | -29% | .
O=C(CC1C(=O)NCCN1C(=O)Nc1ccc(F)cc1F)Nc1ccc(F)cc1 (stereo not given) | -8% | 5
Fc1cccc(/C=N/n2c(C3CCCCC3)n[nH]c2=S)c1 | ? | .

Reformatted: results already given
Lipid storage S3	Lipid storage S3 cell count max	SMILES
i	-8	C=CCN(C(=O)c1csnn1)C(C(=O)NC1CCCC1)c1cccs1 (stereo not given)
?	.	O=C1COc2ccc(S(=O)(=O)NCCc3ccc(Cl)cc3)cc2N1
-29%	.	COc1ccc(/C=C/C(=O)N2CCNC(=O)C2)c(OC)c1
2%	9	COCCNC(=O)C(OC(=O)c1nsc(Cl)c1Cl)C(C)C (stereo not given)
-8%	5	O=C(CC1C(=O)NCCN1C(=O)Nc1ccc(F)cc1F)Nc1ccc(F)cc1 (stereo not given)
i	22	COc1ccc2c(C)c(CCC(=O)NC3CC3)c(=O)oc2c1
-3%	-1	Cn1c2c(c(=O)n(C)c1=O)NC1(N2)C(=O)Nc2ccccc21 (stereo not given)

Additional records.
SMILES | Lipid storage S3 | Lipid storage S3 cell count max
Cn1cnc([N+](=O)[O-])c1Sc1ccc(C(C)(C)C)cc1 | -1% | -15
CCOc1ccc(CCNC(=O)CCc2nnc3ccc(N4CCOCC4)nn23)cc1OCC | i | 10
CC(=O)C1=C(C)N(Cc2ccccc2)C(=O)N[C@H]1c1cccs1 | 12% | -22
O=C(C1CC(=O)N(c2ccc3c(c2)OCCO3)C1)N1CCN(Cc2ccccc2)CC1 (stereo not given) | 11% | -23
COCCCn1c(=O)/c(=C\c2cccc(OC)c2OC)s/c1=C(/C#N)C(=O)Nc1ccc(C(=O)O)cc1 | ? | .
O=C(NC1CCOc2ccccc21)c1ccc(=O)[nH]c1 (stereo not given) | i | 21
COc1ccc(-c2nnn(CC(=O)N(Cc3ccco3)C(C(=O)NCC3CCCO3)c3ccco3)n2)cc1 (stereo not given) | -21% | 8
CCCc1cn(S(=O)(=O)c2ccc(OC)cc2OC)nc1N | ? | .
Cc1ccccc1NC(=O)Cc1nc(-c2c[nH]c(C(=O)N3CCCC3)c2)cs1 | ? | .
COc1cc2c(cc1OC)CC(=O)N(C)CC2 | -21% | -27
O=C(CN1C(=O)NC2NC(=O)NC21)N/N=C/c1ccc(F)cc1 (stereo not given) | ? | .
COc1ccccc1CC(=O)Nc1ccc2nc(C)sc2c1 | 9% | .
CN(C(=S)NC(=O)c1ccccc1Br)C1CCCCC1 | -3% | -5
COc1cccc(NC(=O)c2cc(-c3ccncc3)nc3c(C)cc(C)cc23)c1 | ? | .
O=C(COC(=O)CNC(=O)c1ccccc1F)Nc1cccnc1Cl | ? | .
CC(=O)Nc1cccc(C(=O)N(CCc2ccccc2)Cc2ccccc2)c1 | ? | .
Nn1c(SCC(=O)Nc2cccc(S(N)(=O)=O)c2)nnc1C1CC1 | ? | .
COc1cc(CN2CC(=O)N(c3ccccc3Cl)C2=S)cc(OC)c1OC | ? | .
CNC(=O)c1[nH]cnc1C(=O)N[C@@H](CC(C)C)C(=O)OC(C)(C)C | -28% | -12
O=C(CCl)Nc1ccccc1Sc1ccc(Cl)cc1 | ? | .

5 entries from above, in CSV form:
mol,Lipid storage S3,Lipid storage S3 cell count max
O=C(CN1C(=O)NC2NC(=O)NC21)N/N=C/c1ccc(F)cc1 (stereo not given),?,.
COc1ccccc1CC(=O)Nc1ccc2nc(C)sc2c1,9%,.
CN(C(=S)NC(=O)c1ccccc1Br)C1CCCCC1,-3%,-5
COc1cccc(NC(=O)c2cc(-c3ccncc3)nc3c(C)cc(C)cc23)c1,?,.
O=C(COC(=O)CNC(=O)c1ccccc1F)Nc1cccnc1Cl,?,.

The list goes on.
SMILES | Lipid storage S3 | Lipid storage S3 cell count max
CCOC(=O)CCCSc1nnc(CCCCCN2C(=O)c3cccc4cccc(c34)C2=O)o1 | 0% | 6
CN(C)S(=O)(=O)N(CC(=O)Nc1ccccc1C(F)(F)F)c1ccccc1 | ? | .
Cc1cc2c(C)nc(N/N=C/c3ccccc3)nc2o1 | ? | .
Cn1nc(C(=O)NCC2CCCO2)c2ccccc2c1=O (stereo not given) | i | .
O=C(CNC(=O)C1CCCCC1)OCc1cc(=O)oc2ccc3ccccc3c12 | ? | .
CCOc1ccc(C(=O)NC2CCN(CC(=O)NCc3ccccc3)CC2)cc1 | ? | .
COc1ccc(C(=O)NCc2nnc(SCC(=O)Nc3nc4ccc(C)cc4s3)o2)cc1OC | ? | .
CC(C)(C)C1CCC(OC(=O)c2ccncc2)CC1 (stereo not given) | ? | .
COc1ccc(Cl)cc1N(CC(=O)Nc1ccccc1C(=O)N1CCOCC1)S(C)(=O)=O | 11% | 14
COc1cc(NC(=O)Cn2cnc(S(=O)(=O)N3CCCCC3)c2)cc(OC)c1OC | ? | .
CN(C)S(=O)(=O)c1ccc(C(=O)Nc2nc(-c3ccccc3)c(C(=O)c3ccccc3)s2)cc1 | -7% | 10
CN(C)c1nc(N(C)C)nc(N(C#N)CCOc2ccccc2)n1 | 2% | -6
CCCn1c(NC(=O)c2ccco2)nc2ccccc21 | i | -16
NNC(=O)Cn1c(-c2ccccc2)cc2ccccc21 | i | -25
Cc1ccc(N(C(C)C(=O)Nc2cccc(N(C)S(C)(=O)=O)c2)S(C)(=O)=O)cc1 (stereo not given) | 1% | 0
Cc1ccc(-c2nc(CS(=O)CC(=O)NC3CC3)c(C)o2)cc1 (stereo not given) | ? | .
CCOC(=O)N1CCN(S(=O)(=O)c2cc(Br)cc3c2N(C(=O)C2CC2)CC3)CC1 | i | .
Cn1c(CCNC(=O)c2ccccc2)nc2cc(NC(=O)C3CCCCC3)ccc21 | ? | .
COc1ccc(NC(=O)[C@@H](NC(N)=O)C(C)C)cc1Cl | ? | .
CCn1cc(C(=O)OCc2cccc(Br)c2)c(=O)c2ccc(C)nc21 | ? | .

Two compounds drawn at random from those above, as already listed:
SMILES | Lipid storage S3 | Lipid storage S3 cell count max
NNC(=O)Cn1c(-c2ccccc2)cc2ccccc21 | i | -25
CN(C)S(=O)(=O)c1ccc(C(=O)Nc2nc(-c3ccccc3)c(C(=O)c3ccccc3)s2)cc1 | -7% | 10

Going on with the list:
SMILES | Lipid storage S3 | Lipid storage S3 cell count max
CC(C)(C)C(=O)N1CCN(C(=O)c2ccco2)CC1 | 17% | 10
COc1cccc(-n2nnc3c(=O)n(CC(=O)N4CCC(Cc5ccccc5)CC4)cnc32)c1 | ? | .
O=C1C(=O)N(CCO)C(c2ccc(Br)cc2)/C1=C(\O)c1ccccc1 (stereo not given) | ? | .
COc1ccc(Br)cc1CN(C)CC(=O)Nc1cccc(S(N)(=O)=O)c1 | ? | .
Cc1ccc(CS(=O)(=O)CC(C)(O)c2ccc(Cl)cc2)cc1 (stereo not given) | 0% | -19
CCOC(=O)CN1C(=O)C(Sc2n[nH]c(-c3ccc(O)cc3)n2)CCc2ccccc21 (stereo not given) | ? | .
O=C(O)CC1(CC(=O)Nc2ccc3ccccc3n2)CCCCC1 | -11% | -3
Cc1ccc(S(C)(=O)=O)cc1C(=O)OCC(=O)N1CCCC1=O | 4% | -9
CCOc1ccc(NC(=O)CSc2nccn2Cc2ccco2)cc1 | 8% | 15
COc1ccccc1-c1ccc(SCC(=O)N2CCOCC2)nn1 | 0% | 23
Cc1onc(-c2ccccc2)c1CNS(=O)(=O)c1ccc(F)cc1F | -1% | 18
Cc1ccc(NC(=O)c2ccc3c(c2)OCCO3)nc1 | 27% | .
CCOC(=O)c1sc(NC(=O)C2CSC3(C)CCC(=O)N23)nc1C (stereo not given) | 12% | -15
CC(C)CNC(=O)c1oc2ccccc2c1COc1ccccc1 | 0% | -1
Cc1ccc(NC(=S)NC2CCN(Cc3ccccc3)CC2)cc1 | ? | .
CCOc1ccc(-c2nnc3ccc(SCC(=O)Nc4cc(C)on4)nn23)cc1 | -27% | -5
O=C(O)c1cc(C(F)(F)F)nc2ccccc12 | -5% | 8
COC(=O)[C@@H](Cc1c[nH]c2ccccc12)NC(=O)CNC(=O)c1ccccc1OC | ? | .
Cc1cccc(-c2nnc(SCc3ccccc3)o2)c1 | ? | .
Cc1ccc(NC(=O)CCC(=O)OC(C(=O)c2ccc(C)c(C)c2)c2ccccc2)c(C)c1 (stereo not given) | -6% | .
O=C(CSc1nnc(-c2cccnc2)n1-c1ccccc1)N1CCN(c2ccc(F)cc2)CC1 | i | .
Cc1cccc(C)c1NC(=O)c1cccc(COc2cc(Cl)ccc2Cl)c1 | 22% | 4
COc1ccccc1N1CCN(C(=O)CSc2nc3ccccc3[nH]2)CC1 | i | -18
CCn1c(SCC(=O)Nc2cccc(OC)c2)nc2c(c1=O)SCC2 | ? | .
CCOC(=O)C1=C(C)N=C2SC(C)C(=O)N2C1c1ccc(OC(C)=O)c(OCC)c1 (stereo not given) | ? | .
CCN(c1ccccc1)S(=O)(=O)c1ccc(OCC(=O)Nc2cc(C)on2)cc1 | ? | .
O=Cc1cn(-c2ccccc2)nc1-c1ccccn1 | ? | .
COc1ccc(C(=O)NC2CCCN(Cc3ccc(Cl)cc3)C2)c(OC)c1 (stereo not given) | ? | .
CC(C)c1ccc(NCCC(=O)c2cccs2)cc1 | ? | .
CCOc1ccc(Cl)cc1/C=N/O | 19% | 3
O=C(c1cc2n(n1)C(C(F)(F)F)CC(c1ccco1)N2)N1CCN(c2ccccn2)CC1 (stereo not given) | ? | .
Cc1cc(F)ccc1S(=O)(=O)Nc1ncnc2sccc12 | ? | .
COc1ccccc1CC(=O)NNC(=O)CN(C)S(=O)(=O)c1ccc(Cl)cc1 | ? | .
COc1ccc(Cn2c(=S)[nH]c3cc(C(=O)N4CCN(c5ccccc5)CC4)ccc3c2=O)cc1 | ? | .
CSc1nnc(-c2sccc2OCc2ccc(C)cc2)n1C | ? | .
O=[N+]([O-])c1ccc(NC(=S)N2CCOCC2)cc1 | -4% | -11
O=C(Nc1cnccn1)Nc1ccccc1F | i | 7
CCN(c1ccccc1)S(=O)(=O)c1ccc(Cl)c(NC(=O)COC(=O)c2cc(O)c3ccccc3c2O)c1 | ? | .
COc1ccc(C(CNC(=O)c2cncc(Br)c2)N(C)C)cc1 (stereo not given) | -1% | 4
N=c1n(CCO)c2ccccc2n1CCOc1ccccc1 | ? | .
COc1ccccc1NC(=O)COC(=O)/C=C/c1ccc2c(c1)OCO2 | 4% | 18
COc1ccc(NC(=O)Cn2nc([N+](=O)[O-])c(Cl)c2C)cc1OC | -12% | -14
Cc1cccc(N2C(=O)CC(N3CCOCC3)C2=O)c1 (stereo not given) | ? | .
O=C(CCCN1C(=O)/C(=C/c2ccccc2Cl)SC1=S)Nc1ccccn1 | ? | .
COC(=O)C1C/C(=N\NS(=O)(=O)c2ccc(C)cc2)c2ccccc2C1 (stereo not given) | ? | .
CC(=O)c1ccc(N2CCN(C(=O)Cn3c(=S)[nH]c4ncccc4c3=O)CC2)cc1 | -2% | 9
COc1ccc(-c2nc(C3CCCCC3)no2)cc1OC | ? | .
CCCCCC(=O)NNC(=O)c1ccc(F)cc1 | -3% | 4
O=C(CCNS(=O)(=O)c1ccccc1C(F)(F)F)NCc1ccc2c(c1)OCO2 | ? | .
CC(C)C(=O)Nc1cc(C(F)(F)F)ccc1N1CCOCC1 | ? | .

Further records follow.
SMILES | Lipid storage S3 | Lipid storage S3 cell count max
COc1ccc(CNC(=O)C2CCCN2S(=O)(=O)c2ccc(F)cc2)cc1 (stereo not given) | ? | .
O=C(CNC(=O)c1ccccc1)Nc1ccsc1C(=O)O | ? | .
COc1ccc(N(CC(=O)NCc2ccco2)S(C)(=O)=O)cc1 | ? | .
O=C(O)Cc1ccc(-c2ccccc2)cc1 | ? | .
CCc1noc(C)c1C(=O)NC1CC(C)(C)Cc2c1cnn2-c1ccccc1 (stereo not given) | i | 9
